Screens deposited in PubChem BioAssay by several laboratories.
Measles CPE: protection of cells from measles virus | Measles virus-infected cells, CPE protection, absorbance | protection (pct of control), % at 4 µM | 1.5% of 140,000 active | AID 841; in the data active = protection mostly above about 24%, no sharp cut-off; inactive = mostly below about 26%; note: some compounds called inactive have numbers as strong as hits
E-sel TNF inh: blocks E-selectin expression induced by TNF alpha | HUVEC TNFa-induced E-selectin immunofluorescence, high content | inhibition, % at 2 µM | 0.71% of 120,000 active;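 active = inhibition above the batch mean plus 3 SD, and confirmed as a hit on visual image review, cut at about 43% in these data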;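 note: 0% = TNF-stimulated DMSO wells and 100% = unstimulated control wells; not every result past the cut was called active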
Yeast life ext: yeast lifespan extension; S. cerevisiae growth with nicotinamide, OD615; deaD strain in restrictive glucose medium; inhibition of the nicotinamide effect, % at 10 µM; 0.68% of 130,000 active; AID 775;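 active = inhibition above a set limit, placed 3 SD over the median of all compounds, cut at about 26% in these data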;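 note: 0% = nicotinamide-treated wells and 100% = cells grown without nicotinamide; some compounds called inactive have numbers as strong as hits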
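Assay system: engineered S. cerevisiae DeaD replicative-lifespan strain, galactose-grown log-phase cells; medium: restrictive CSMM-D dextrose medium; also added: nicotinamide, 1.5 mM, co-present with compound; schedule: 48 h compound exposure at 30 °C, humidified; detection: absorbance at 615 nm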
HCT116 PTEN-null: suppresses growth of cells with PTEN deletion; HCT116 PTEN-null viability, CellTiter-Glo, 60 h; stronger effect = lower value; viability, % at 10 µM; 1.2% of 140,000 active;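 active = viability at or below a set limit, 4 SD under the median of all tested compounds, cut at about 3.7% in these data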;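 note: PTEN knockout HCT116 line with beta catenin targeted HCT116 as companion control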
bCat KO growth: beta-catenin-lacking colon tumor cell growth suppression; HCT116 beta-catenin knockout viability, CellTiter-Glo, 60 h; stronger effect = lower value; AID 818; 1.5% of 140,000 active; viability, % at 10 µM;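 active = viability at or under a set limit, the compound median less 4 SD, cut at about 6% in these data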;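 note: 0% = Hyamine 1622 control at 20 µM and 100% = untreated cell control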
NPY Y2 blocker: blocks the human neuropeptide Y Y2 receptor; P49146; NPY-Y2 expressing cells, antagonist mode; inhibition, % at 2.7 µM; 0.99% of 140,000 active; AID 793; in the data active = inhibition above about 17%;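 note: 0% = vehicle with agonist challenge and 100% = reference antagonist with challenge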
Target sequence (P49146 whole entry, looked up): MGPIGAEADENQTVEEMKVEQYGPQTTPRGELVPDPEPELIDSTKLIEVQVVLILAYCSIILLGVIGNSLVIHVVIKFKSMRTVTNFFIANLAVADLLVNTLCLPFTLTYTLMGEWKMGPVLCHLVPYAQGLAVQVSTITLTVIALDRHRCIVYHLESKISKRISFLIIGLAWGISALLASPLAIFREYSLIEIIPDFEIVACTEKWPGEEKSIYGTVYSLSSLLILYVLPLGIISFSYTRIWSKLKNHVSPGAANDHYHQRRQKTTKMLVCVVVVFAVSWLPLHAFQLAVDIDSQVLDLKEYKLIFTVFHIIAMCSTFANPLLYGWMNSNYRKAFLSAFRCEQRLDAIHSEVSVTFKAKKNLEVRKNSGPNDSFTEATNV
Phagocyt inh: macrophage phagocytosis inhibition; 0.07% of 110,000 active; inhibition, % at 5 µM; J774A.1 macrophage IgG-bead phagocytosis, imaging;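 active = inhibition above the mean of the plate negative controls plus 5 SD, cut at about 13% in these data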;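 note: phagocytic index as fraction of beads internalized from green versus red external bead signal; plate controls were DMSO negative control for no effect and cytochalasin-D positive control for full effect; some results beyond the cut were filed as inactive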
MRP1 act: activates MRP-1; H69AR cells + doxorubicin, viability rescue, CellTiter-Glo; viability increase, % at 10 µM; 0.61% of 140,000 active;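 active = viability gain under doxorubicin at or above a set limit, the compound median plus 3 SD, cut at about 4.7% in these data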;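 note: MRP-1 overexpressing cells given doxorubicin 25 µM after compound pretreatment; 18-22 h compound pretreatment then 72 h with doxorubicin before readout; 0% = doxorubicin-only wells and 100% = vehicle-treated cells without doxorubicin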
GALR2 antag: GALR2 (human) receptor antagonism. O43603. GALR2-expressing cells, antagonist mode. inhibition, % at 4 µM. 0.39% of 140,000 active. AID 828; in the data active = inhibition above about 27%;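 note: cells stimulated with galanin 1-16 at roughly its EC80; 0% = agonist challenge control and 100% = basal control without agonist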
Target sequence (O43603 whole entry, looked up): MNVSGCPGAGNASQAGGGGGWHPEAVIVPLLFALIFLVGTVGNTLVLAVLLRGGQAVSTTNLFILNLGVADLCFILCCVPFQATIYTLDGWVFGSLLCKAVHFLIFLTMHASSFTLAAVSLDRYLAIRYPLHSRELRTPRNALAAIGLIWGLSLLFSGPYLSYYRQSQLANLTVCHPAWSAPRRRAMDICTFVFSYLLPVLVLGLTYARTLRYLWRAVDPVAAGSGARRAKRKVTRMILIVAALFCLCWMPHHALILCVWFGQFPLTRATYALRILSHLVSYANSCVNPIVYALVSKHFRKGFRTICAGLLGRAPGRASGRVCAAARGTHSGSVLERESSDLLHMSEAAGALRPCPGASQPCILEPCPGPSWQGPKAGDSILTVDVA
Yeast growth inh: yeast BB579 growth reduction in restrictive medium; AID 804; 0.51% of 140,000 active; inhibition, % at 10 µM; S. cerevisiae BB579 growth, OD615, 48 h;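 active = inhibition above a set limit, 3 SD over the mean compound inhibition, cut at about 44% in these data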; note: inactives centre near -24
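Assay system – yeast BB579 (DeaD) · Dosing – single compound dose of 10 µM, 0.25% DMSO final · Detection – OD615 turbidity measurement · Buffer or medium – CSMM-D restrictive synthetic medium containing dextrose (glucose) · Benchmarks – positive control amphotericin B 10 µg/mL · Incubation – 48 h exposure, 30 °C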
An asterisk follows results filed as active; x = not tested or not shown.

SMILES	Measles CPE	E-sel TNF inh	Yeast life ext	HCT116 PTEN-null	bCat KO growth	NPY Y2 blocker	Phagocyt inh	MRP1 act	GALR2 antag	Yeast growth inh
Cc1ccc(Oc2ccccc2/C=N/O)cc1	23	11	-9	100	92	0	0	-3.3	-9	-33
CC(C)(C)C(=O)N1CCC[C@@]1(CO)C(=O)O	9	x	-1	93	90	1	0	0.4	-5	4
O=C(Cc1cccc2ccccc12)N/N=C/c1ccc(OC(=O)/C=C/c2ccco2)cc1	30	11	x	66	67	5	x	1.5	2	-43
CCCn1nc2cc(C(=O)NCC34CC5CC(CC(C5)C3)C4)ccc2c1OCC	4	5	2	100	100	7	x	1.2	-3	-38
COc1cc(C(=O)N2CC(C)OC(C)C2)c([N+](=O)[O-])cc1OC (configuration not stated)	10	-56	1	106	103	4	0	-1.1	15	-23
CCC(=O)N1C(C(=O)O)CSC1c1ccc(OC)cc1 (configuration not stated)	8	x	-2	98	101	1	0	-0.6	3	-47
Oc1ccc(NCc2ccccc2OCc2ccccc2)cc1	41*	13	12	56	45	0	-2	-3.2	3	-31
CC(C)n1nc(C(=O)Nc2nnc(SCc3c(Cl)cccc3Cl)s2)c2ccccc2c1=O	3	2	-8	96	100	4	-1	0.7	-12	-83
COc1ccc(C2SCCN2S(=O)(=O)c2ccccc2)cc1OC (configuration not stated)	13	x	-7	96	90	1	-1	-0.3	-4	-2
O=C(CSc1nnc(-c2ccccc2)n1C1CCCCC1)Nc1ccc(S(=O)(=O)Nc2ccccn2)cc1	3	-23	-2	80	78	2	x	-3.2	-4	-30
CCn1c(C)c(C(C)=O)c(N2CCN(C(=O)c3ccco3)CC2)nc1=S	6	-20	-13	93	96	0	4	-0.9	-1	-11
Cc1ccc(N2C(=O)CSCC2=O)cc1	9	x	-8	113	103	6	2	0.2	-12	-16
Cc1ccc(S(=O)(=O)C2(C(=O)N3CCN(C4CCCCC4)CC3)CC2)cc1	4	-3	-2	100	92	2	x	-2.2	-1	-23
O=C(Nc1ccccc1)N(Cc1ccccc1)C1=NCCS1	16	-1	-4	92	95	1	-2	-2.9	-5	-26
CCOC(=O)c1ccccc1NC(=O)CSc1nnnn1C1CCCCC1	5	-14	5	82	89	10	0	-3.3	-3	-22
CCC(Sc1nc2ccccc2c(=O)n1CCN1CCOCC1)C(=O)NCc1cccnc1 (configuration not stated)	3	-24	-8	109	96	-2	0	-0.6	-4	-48
Cc1ccc(Nc2ccccc2)cc1	8	9	x	96	90	2	x	1.2	-12	-20
COc1ccccc1NC(=O)C(Sc1ccccc1)c1ccccc1 (configuration not stated)	11	x	1	73	83	10	-2	-2.8	10	-5
Cc1cc2c(nn1)CCc1nonc1-2	6	2	-4	95	93	4	3	-2.1	-14	-22
Nc1c(C(=O)OCC2CCCO2)c2nc3ccccc3nc2n1C1CCCC1 (configuration not stated)	20	x	-27	20	23	5	-2	-4.3	10	-28

More results
SMILES	Measles CPE	E-sel TNF inh	Yeast life ext	HCT116 PTEN-null	bCat KO growth	NPY Y2 blocker	Phagocyt inh	MRP1 act	GALR2 antag	Yeast growth inh
O=C(CSc1nnc(-c2ccco2)o1)NC(=O)C1COc2ccccc2O1 (configuration not stated)	3	x	-7	88	90	3	0	-1.4	-3	-43
CSc1cc(N2CCOCC2)nc(-c2ccccc2Cl)n1	4	-20	2	81	88	-2	-4	-2.7	-1	9
CC(C)(C)NC(=O)CSc1nc(O)cc(=O)[nH]1	9	x	3	87	97	1	1	0.2	-10	-15
CCOC(=O)c1c(NC(=O)C(Sc2ccccc2)c2ccccc2)sc(C(=O)N(C)C)c1C (configuration not stated)	2	30	3	53	58	2	-9	-3.7	-4	-21
Nc1nnnn1/N=C/c1ccc(O)cc1	50*	x	-7	87	91	2	0	-1.1	-16	-11
CCN1C(=O)C2(C(C#N)=C(N)Oc3n[nH]c(-c4ccccc4)c32)c2ccccc21 (configuration not stated)	2	9	-10	98	101	2	-2	-0.9	-5	7
CC(=O)c1cc2c(O)c(O)ccc2o1	17	5	2	89	85	0	0	-3.7	-6	-14
COc1cccc(/C=N/NC(=O)CNC(=O)c2ccc(S(=O)(=O)N3CCOCC3)cc2)c1OC	5	x	0	97	91	3	-12	-1.5	1	-36
C=CCn1c(SCc2nc3sc4c(c3c(=O)[nH]2)CCCC4)nc2ccccc2c1=O	26	x	3	40	54	0	x	-0.2	11	-34
Cc1cc(C)c(S(=O)(=O)Nc2ccc[nH]c2=O)c(C)c1	22	-3	4	92	92	2	0	-0.2	2	-76
Cc1cc(C)n(CCc2nc(-c3ccc(F)cc3)cs2)n1	5	-11	-6	86	78	0	-1	1.3	2	-59
O=C(CC1(O)C(=O)Nc2ccccc21)c1cccnc1 (configuration not stated)	5	x	-2	79	97	2	-1	-4.4	1	-32
O=C1NC2(CCCCC2)C(=O)N1c1ccccc1	5	-4	-11	103	95	1	0	-0.7	2	-43
COC(=O)c1ccc(COc2ccc3c4c(c(=O)oc3c2)CCC4)o1	5	-4	-20	79	81	5	0	1.6	1	0
CN(C)S(=O)(=O)c1cccc(-c2cn3ccccc3n2)c1	14	4	-10	84	79	2	-1	-2.3	0	-11
Cc1cc(/C=C(\C#N)C(=O)Nc2ccccc2)c(C)n1-c1ccc2c(c1)OCO2	0	-41	-9	66	70	0	0	-1.6	-3	-57
O=C(Nc1ccccc1Cl)O/N=C(/c1ccccc1)c1ccccn1	18	51	-15	90	85	-1	x	-0.8	5	-26
CC(C)c1ccc2[nH]c(O)c(N=NC(=O)c3cccc(S(=O)(=O)N4CCCCC4)c3)c2c1	11	12	-1	33	35	-4	-6	0.4	7	-36
CCN(C(=O)CSc1nnc(Nc2cccc(C)c2C)s1)C1CCS(=O)(=O)C1 (configuration not stated)	21	x	-3	98	90	-1	-6	-0.7	-4	-14
Nc1c2c(nc3ccc(Br)cc13)N(Cc1ccccc1)CC2	28*	x	16	86	86	0	-9	-4.6	4	-8

Other entries follow:
SMILES	Measles CPE	E-sel TNF inh	Yeast life ext	HCT116 PTEN-null	bCat KO growth	NPY Y2 blocker	Phagocyt inh	MRP1 act	GALR2 antag	Yeast growth inh
CC(N)c1ccc(Cl)cc1Cl (configuration not stated)	22	x	0	87	89	2	-10	-1.6	-5	-17
CCCn1ncc(OC)c(Cl)c1=O	3	11	-18	108	92	0	-1	-0.8	-4	-23
Cc1ccc(NC(=O)/C(C#N)=C/c2cc(C)n(-c3ccc(N4CCOCC4)c([N+](=O)[O-])c3)c2C)c(C)c1	11	8	-7	72	76	0	x	-0.7	-5	-65
Cc1cccc(NC(=O)C2CCN(c3nc(C)cc(C)n3)CC2)c1	3	-11	-10	90	79	2	0	-0.2	10	-17
CCOC(=O)N1C=CC(C)=C[C@@H]2[C@@H](N3C(=O)c4ccccc4C3=O)C(=O)N21	21	x	7	99	100	2	-5	1.0	6	-12
O=C(CSc1nc2c(c(=O)n1-c1ccccc1)SCC2)N1CCOCC1	24	30	-2	101	103	2	0	-2.4	9	1
Nc1cc[n+](CC(=O)c2ccc3c(c2)OCCO3)cc1	15	x	-1	81	77	0	2	-0.8	-1	-18
Cc1ccc(CSc2nnc(C)c(=O)n2N)cc1	18	x	-4	94	95	2	-5	3.4	5	7
CCCCOC(=O)Cc1c(O)c2ccccc2[nH]c1=O	9	x	-9	96	93	1	0	-2.1	-3	8
CC(=O)c1ccc(N2CCN(C(=O)c3cc(-c4ccc5c(c4)OCO5)nc4ccccc34)CC2)cc1	7	7	-5	57	61	3	4	-3.5	-9	-34

By substructure, those above with a halogen.
SMILES	Measles CPE	E-sel TNF inh	Yeast life ext	HCT116 PTEN-null	bCat KO growth	NPY Y2 blocker	Phagocyt inh	MRP1 act	GALR2 antag	Yeast growth inh
CC(C)n1nc(C(=O)Nc2nnc(SCc3c(Cl)cccc3Cl)s2)c2ccccc2c1=O	3	2	-8	96	100	4	-1	0.7	-12	-83
CSc1cc(N2CCOCC2)nc(-c2ccccc2Cl)n1	4	-20	2	81	88	-2	-4	-2.7	-1	9
Cc1cc(C)n(CCc2nc(-c3ccc(F)cc3)cs2)n1	5	-11	-6	86	78	0	-1	1.3	2	-59
O=C(Nc1ccccc1Cl)O/N=C(/c1ccccc1)c1ccccn1	18	51	-15	90	85	-1	x	-0.8	5	-26
Nc1c2c(nc3ccc(Br)cc13)N(Cc1ccccc1)CC2	28*	x	16	86	86	0	-9	-4.6	4	-8
CC(N)c1ccc(Cl)cc1Cl (configuration not stated)	22	x	0	87	89	2	-10	-1.6	-5	-17
CCCn1ncc(OC)c(Cl)c1=O	3	11	-18	108	92	0	-1	-0.8	-4	-23
